Hep lipid drop: inhibitors of hepatocyte lipid droplet formation, primary screen, imaging, high-throughput imaging, BODIPY stain. AML12 mouse hepatocytes, oleate lipid droplets. inhibition, % at 6.5 µM. 240,000 tested, 0.4% active;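 active = lipid droplet intensity inhibited by at least 50%, with more than 500 cells counted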
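material = mouse AML12 hepatocyte cell line, fixed after treatment | also added = 100 µM oleic acid challenge | doses = compound at 6.5 µM only | schedule = overnight exposure | technique = Image-based BODIPY and DAPI two-channel analysis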
Hep lipid drop cells 6.5 µM: also measured in Hep lipid drop; calls as there; cell count; measured here: cell count, cytotoxicity flag;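 cells counted across two imaged fields per well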
Numbers without * were called inactive. Not all compounds are listed; the hit share may differ from the screen's.

Fields – Hep lipid drop	Hep lipid drop cells 6.5 µM
#1 Cc1cnc([N+](=O)[O-])n1CCOC(=O)c1cccc(F)c1
  -4.2	831
#2 COc1ccccc1C(=O)Nc1ccc(NC(=O)C2CCCCC2)nc1
  -3.2	791
#3 CCNC(=S)N(CCN(CC)CC)Cc1cc2cc3c(cc2[nH]c1=O)OCCO3
  -8.2	824
#4 Cc1cccc(N2CCN(C(=O)C3CCC(=O)N(Cc4ccccc4F)C3)CC2)c1C (configuration not stated)
  -16.8	810
#5 O=C(O)c1ccc(CSc2nnnn2-c2ccc(F)cc2)cc1
  16.5	833
#6 COc1ccc(C)cc1Nc1n[n+](-c2ccccc2)c(-c2ccc(N(C)C)cc2)s1
  -64.8	624
#7 CCc1cc(C(=O)NCC2CCCO2)sc1C (configuration not stated)
  -19.8	679
#8 O=S(=O)(Nc1ccccc1Cl)c1ccc2[nH]c(=S)oc2c1
  15.1	647
#9 Cc1snc(SCc2cccc(Cl)c2)c1C#N
  0.9	820
#10 O=S(=O)(Nc1ncccn1)c1ccccc1
  -2.5	836
#11 CC1(C)Cc2c(cnn2-c2ccc(F)cc2)C(NC(=O)c2ccc(=O)oc2)C1 (configuration not stated)
  8.8	670
#12 O=C(NC1CC1)C1CCN(C2CCN(C(=O)c3c(F)cccc3Cl)CC2)CC1
  4.3	706
#13 CCOc1ccccc1NC(=O)c1nnn(CC(=O)Nc2cc(C)cc(C)c2)c1N
  2.8	695
#14 COC(=O)c1ccc(N(CC(=O)NC2CCCC2)C(=O)c2ccc(C)s2)cc1
  -19.5	829
#15 CC(=O)Nc1ccc(S(=O)(=O)N2CC(=O)NC(=O)C2)cc1
  2.8	835

(more compounds)
Fields – Hep lipid drop	Hep lipid drop cells 6.5 µM
#16 COc1ccc(N(CC(=O)NCCc2ccc(S(N)(=O)=O)cc2)S(=O)(=O)c2c(C)noc2C)cc1
  -4.4	737
#17 Cn1ccnc1C(O)c1cccc(OCc2ccccc2)c1 (configuration not stated)
  -14.7	836
#18 CCc1cc(=O)oc2cc(OCC(=O)NCCN3CCOCC3)c(Cl)cc12
  0.9	736
#19 CCOc1ccc(N(CC(=O)NCc2ccc3c(c2)OCO3)C(=O)c2csnn2)cc1
  -1.4	777
#20 CCOc1ccccc1NC(=O)c1cccc2ccccc12
  -0.8	792
#21 Cc1ccccc1N(C(=O)CNC(=O)c1ccco1)C(C(=O)NC1CCCCC1)c1cccnc1 (configuration not stated)
  6.9	814
#22 CC(C)(C)c1ccc(C(=O)NCC(=O)N2CCCCCC2)cc1
  -8.3	713
#23 Cc1noc(C)c1S(=O)(=O)N1Cc2ccccc2CC1C(=O)N(C)C (configuration not stated)
  -2.7	672
#24 N=c1n(CCN2CCOCC2)c2ccccc2n1CC(=O)c1cccc([N+](=O)[O-])c1
  -8.1	805
#25 COCCNC(=O)C(c1ccc(C)cc1)N(Cc1ccccc1)C(=O)CCC(=O)Nc1ccccn1 (configuration not stated)
  -2.4	784
#26 Nc1cc(Cl)ccc1C(=O)OCC(=O)N1CCCC1
  1.8	796
#27 CCOc1ccc(C(=O)NCC(=O)N2CCN(c3ccccc3O)CC2)cc1
  6.6	828
#28 CCOc1ccc(C(=O)NCc2ccco2)cc1OCC
  2.2	850
#29 CCN1CCN(CCOCCOc2ccccc2)CC1
  -6.4	870
#30 CSc1ccc(/C=C(/NC(=O)c2ccco2)C(=O)N2CCCCCC2)cc1
  -1.2	815

Complete entries from above:
CC(=O)Nc1ccc(S(=O)(=O)N2CC(=O)NC(=O)C2)cc1 across the screens: Hep lipid drop = 2.8; Hep lipid drop cells 6.5 µM = 835
COCCNC(=O)C(c1ccc(C)cc1)N(Cc1ccccc1)C(=O)CCC(=O)Nc1ccccn1 (configuration not stated) across the screens: Hep lipid drop = -2.4; Hep lipid drop cells 6.5 µM = 784

The list continues.
Fields – Hep lipid drop	Hep lipid drop cells 6.5 µM
#31 Cc1cc(C)nc(NS(=O)(=O)c2ccc(NC(=O)c3snnc3C)cc2)n1
  33.4	708
#32 C=CCN(C(=O)CNS(=O)(=O)c1ccccc1)C(C(=O)NCCOC)c1cccnc1 (configuration not stated)
  8.2	770
#33 Cc1ccc2oc(C(=O)N(CCO)Cc3ccccc3)c(C)c2c1
  -31.1	815
#34 CCCNc1c(NS(=O)(=O)c2c(F)c(F)c(F)c(F)c2F)c(=O)oc2ccccc12
  -2.7	710
#35 CS(=O)(=O)c1ccc(Cl)c(C(=O)NC2CCSc3ccccc32)c1 (configuration not stated)
  -25.1	774
#36 COc1ccc(-n2nc(C(=O)NCC(=O)NCCC3=CCCCC3)c3ccccc3c2=O)cc1
  -21.2	752
#37 NCCNC(=O)Cn1c(=O)c2c3c(sc2n(Cc2ccccc2)c1=O)CCCC3
  9.7	695
#38 CCC1CN(C(=O)NCc2ccccc2)c2ccccc2O1 (configuration not stated)
  3.2	792
#39 CCOC(=O)CNC(=O)COc1coc(CN2CCN(c3ccccc3)CC2)cc1=O
  3.7	701
#40 O=C(CSc1nnc(NC(=O)C2CC2)s1)NCc1ccccc1
  -5.7	727
#41 O=C(Nc1ccnn1C1CCN(C(=O)c2ccc(F)cc2)CC1)C1CCOC1 (configuration not stated)
  10.5	853
#42 COCCN(C(=O)CSc1nc2ccc(Cl)cc2[nH]1)c1c(N)n(Cc2ccccc2)c(=O)[nH]c1=O
  -3.9	810
#43 O=C(Nc1ccc(S(=O)(=O)N2CCOCC2)cc1)c1nn(-c2ccc(F)cc2)ccc1=O
  -3.1	680
#44 CCN(CC)CCNc1nc(C(F)(F)F)nc2c1nnn2Cc1ccccc1
  -2.1	795
#45 Cc1cc(C)cc(N(C)S(=O)(=O)c2nnc(NC(=O)C(C)C)s2)c1
  -5.4	857

(further entries)
Fields – Hep lipid drop	Hep lipid drop cells 6.5 µM
#46 CCS(=O)(=O)C1=NN2C(=N)/C(=C\c3ccc(OS(=O)(=O)c4ccccc4)cc3)C(=O)N=C2S1
  -2.1	700
#47 CC(CNC(=O)CCn1c(=O)c2cccn2c2ccc(F)cc21)c1ccccc1 (configuration not stated)
  -13.5	740
#48 O=C(Nc1ccnn1C1CCN(C(=O)c2ccc(Cl)cc2)CC1)C1CC1
  15.5	793
#49 CCC(=O)OCc1cc(=O)oc2ccc3ccccc3c12
  -0.9	716
#50 COc1ccc(N2C(=O)c3cc4ccccc4cc3C2=O)cc1
  -11.8	724
#51 COCCn1c(=S)[nH]c2cc(C(=O)N3CCN(c4cccc(Cl)c4)CC3)ccc2c1=O
  16.7	736
#52 Fc1ccc2nc(C(F)(F)F)cc(N3CCOCC3)c2c1
  16.7	769
#53 CC1(C)CC(=O)C2=C(C1)Nc1ccccc1NC2c1ccc(F)cc1 (configuration not stated)
  -21.6	787
#54 COc1ccc(OC)c(CN2CCCCCC2)c1
  -10.4	851
#55 O=c1[nH]cccc1-c1nc2ccccc2n1Cc1cccc(F)c1
  -13.3	801
#56 CC(C)CCN1CC(=O)N2Cc3[nH]c4ccccc4c3C[C@H]2C1=O
  8.8	830
#57 O=C(N/N=C/c1c[nH]c2ccccc12)c1cc(Br)ccc1O
  -3.1	812
#58 COc1ccccc1C(=O)N(Cc1ccccc1)c1ccc(C)cc1
  3.7	741
#59 COc1ccc(-n2c(COc3cccc(C)c3)nnc2SCC(=O)O)cc1
  -0.2	799
#60 CC(=O)N(CCc1ccccc1)Cc1cc2ccc(C)c(C)c2[nH]c1=O
  -9.2	771

The list continues:
Fields – Hep lipid drop	Hep lipid drop cells 6.5 µM
#61 Cc1c(Cl)cccc1NS(=O)(=O)c1ccc(-c2ccc(=O)[nH]n2)o1
  19.9	687
#62 Cc1ccc(C)c(NC(=O)CN2C(=O)COc3ccc(S(=O)(=O)N4CCCC4)cc32)c1
  -8.7	672
#63 C=CCOC(=O)C1=C(C)NC(=O)NC1c1ccc2c(c1)OCO2 (configuration not stated)
  -5.0	804
#64 CCc1ccc(S(=O)(=O)N2CCN(C(=O)c3cccnc3)CC2)cc1
  11.6	836

Entries from the list above that contain fluorine:
Fields – Hep lipid drop	Hep lipid drop cells 6.5 µM
#1 Cc1cnc([N+](=O)[O-])n1CCOC(=O)c1cccc(F)c1
  -4.2	831
#4 Cc1cccc(N2CCN(C(=O)C3CCC(=O)N(Cc4ccccc4F)C3)CC2)c1C (configuration not stated)
  -16.8	810
#5 O=C(O)c1ccc(CSc2nnnn2-c2ccc(F)cc2)cc1
  16.5	833
#11 CC1(C)Cc2c(cnn2-c2ccc(F)cc2)C(NC(=O)c2ccc(=O)oc2)C1 (configuration not stated)
  8.8	670
#12 O=C(NC1CC1)C1CCN(C2CCN(C(=O)c3c(F)cccc3Cl)CC2)CC1
  4.3	706
#34 CCCNc1c(NS(=O)(=O)c2c(F)c(F)c(F)c(F)c2F)c(=O)oc2ccccc12
  -2.7	710
#41 O=C(Nc1ccnn1C1CCN(C(=O)c2ccc(F)cc2)CC1)C1CCOC1 (configuration not stated)
  10.5	853
#43 O=C(Nc1ccc(S(=O)(=O)N2CCOCC2)cc1)c1nn(-c2ccc(F)cc2)ccc1=O
  -3.1	680
#44 CCN(CC)CCNc1nc(C(F)(F)F)nc2c1nnn2Cc1ccccc1
  -2.1	795
#47 CC(CNC(=O)CCn1c(=O)c2cccn2c2ccc(F)cc21)c1ccccc1 (configuration not stated)
  -13.5	740
#52 Fc1ccc2nc(C(F)(F)F)cc(N3CCOCC3)c2c1
  16.7	769
#53 CC1(C)CC(=O)C2=C(C1)Nc1ccccc1NC2c1ccc(F)cc1 (configuration not stated)
  -21.6	787
#55 O=c1[nH]cccc1-c1nc2ccccc2n1Cc1cccc(F)c1
  -13.3	801

Screening results from PubChem.
